Giardia killer: Small Molecules that selectively kill Giardia lamblia: qHTS | Giardia lamblia trophozoite viability | activity change, % at 7.66 µM, hits read low | 340,000 compounds, 0.15% hits | AID 540267, 2011; in the data active = activity change below about -80%; inconclusive = between about -30% and that limit;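 also: parasites exposed to compound for two days anaerobically before the ATP read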
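Giardia trophozoites, 100 cells per well, were exposed to compounds for 48 hrs at 37 deg C under anaerobic conditions; viability was then read as ATP content by bioluminescence after 15-30 min at room temperature.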
KCNH2 3.1 block: qHTS for Inhibitors of KCHN2 3.1: Mutant qHTS; U2OS KCNH2 3.1, thallium flux FluxOr; stronger effect = lower value; activity change, % (tested at about 1.8 µM); 340,000 compounds, 0.95% hits; AID 720553, 2013;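 active = maximum activity change below -70%; inconclusive = maximum activity change from -70% to -50%; inactive = maximum activity change above -50%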;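 also: thallium influx rate constant from kinetic fluorescence after stimulation buffer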
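Thallium flux read-out: FluxOr dye with Red40 quencher in HBSS/HEPES, 45 min at RT. Rate constants from kinetic reads were normalized to positive and negative DMSO controls. Cells: U2OS virally expressing the 3.1 isoform.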
uPA generation: qHTS for Inhibitors of Cell Surface uPA Generation. cell surface uPA generation assay, qHTS. AID 540303, 2011. 330,000 compounds, 0.31% hits. Potency, µM (titrated, usually from 38.3 µM), for inactives: at the top dose activity change, negative = inhibition, most hits filed as inhibitors; active = well fitted inhibition curve with a large enough effect; inconclusive = small, poorly fitted or top-dose-only effect; inactive = no such curve, though single readings can be large or run the other way; tested in mouse RAW 264.7 cells; also: potency is read from the fitted curve at half-maximal effect; nearly all actives have a fitted effect of over 55% in size
BCR signal inh: qHTS Assay to Find Inhibitors of Chronic Active B-Cell Receptor Signaling; ABC-DLBCL IkBa-CBG/CBR reporter, luminescence ratio, 4 h; Potency, µM (series often up to 46.1 µM), for the others: top-dose ratio change, negative = lower green/red ratio, usual class: inhibitors; 340,000 compounds, 0.05% hits; active = well fitted inhibition curve with a large enough effect in the signal ratio, with a control signal flat, not every such curve was filed as active; inconclusive = small, poorly fitted or top-dose-only effect, or effect the other way, or a change in a side signal; the % refers to the signal ratio;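 also: potency is read from the fitted curve at half-maximal effect; plate controls were basal doxycycline-induced cells for no effect and cells given 10 µM MG132 for full effect; MG132 reads +100%, hits lower the ratio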
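TMD8 human ABC-DLBCL cells with doxycycline-inducible IκBα–green luciferase fusion and unfused red luciferase, in 0.5% FBS medium; compounds up to 46 uM, 4 h at 37C. Green/red luminescence ratio, filter-overlap corrected, fitted to concentration-response curves.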
GALK inhibitor: qHTS Assay for Inhibitors of Human Galactokinase (GALK); P51570; Purified GALK, Kinase-Glo residual ATP luminescence; Potency, µM (highest dose often 57.5 µM), inactives show at the highest dose activity change, negative = inhibition, usual class: inhibitors; 270,000 compounds, 0.007% hits; also: potency is read from the fitted curve at half-maximal effect
Target sequence (P51570 whole entry, looked up): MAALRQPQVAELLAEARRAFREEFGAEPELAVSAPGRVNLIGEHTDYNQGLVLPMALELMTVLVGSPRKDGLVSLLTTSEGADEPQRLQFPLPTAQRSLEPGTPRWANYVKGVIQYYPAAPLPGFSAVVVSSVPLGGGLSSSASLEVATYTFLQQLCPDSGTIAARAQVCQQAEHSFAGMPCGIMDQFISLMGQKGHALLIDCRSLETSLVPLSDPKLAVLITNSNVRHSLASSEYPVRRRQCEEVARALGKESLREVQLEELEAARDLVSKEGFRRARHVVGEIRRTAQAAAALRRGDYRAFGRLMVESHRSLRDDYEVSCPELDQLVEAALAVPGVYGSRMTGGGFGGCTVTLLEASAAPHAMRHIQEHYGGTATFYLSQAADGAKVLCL
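Kinase-Glo Plus luminescence measured ATP left after a 1 h room-temperature reaction. The reaction used 5 nM GALK, 100 uM galactose and 35 uM ATP at pH 8.0 (20 mM HEPES, 5 mM MgCl2, 60 mM NaCl, 1 mM DTT, 0.01% BSA).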
FBPA coupling cs: qHTS Assay for Inhibitors of Fructose-1,6-bisphosphate Aldolase from Giardia Lamblia: Coupling assay counterscreen; activity change, negative = inhibition, % at 58.2 µM, hits read low; 290,000 compounds, 0.67% hits; coupling enzyme system counterscreen, AmpLite Red fluorescence; in the data active = activity change below about -30%
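Final compound at 57.5 uM, incubated 10 min at RT with coupling enzyme reagent (glyceraldehyde-3-phosphate), then 20 min with substrate and AmpLite Red detection. Fluorescence read at 525/598 nm; tests interference with the coupling assay, not aldolase inhibition.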
B2AR arrestin: qHTS assay of beta-arrestin-biased ligands of beta2-adrenergic receptor; Beta-2 adrenergic receptor (Homo sapiens), P07550; beta-arrestin recruitment to beta2AR, cell-based reporter; Potency, µM (top dose mostly 46.1 µM), for inactives: at the highest dose activation, most hits filed as activators; 330,000 compounds, 0.02% hits; AID 492947, 2010;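 also: potency is read from the fitted curve at half-maximal effect; 0% = DMSO controls and full agonism = EC100 isoproterenol or metaproterenol; nearly all actives have a fitted effect of over 65% in size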
USP2a block: qHTS Assay for Inhibitors of Ubiquitin-specific Protease USP2a Using CHOP2 as the Reporter; Potency, µM (titrated, usually from 38.3 µM), for inactives: top-dose activity change, negative = inhibition, hits mostly inhibitors; 330,000 compounds, 0.01% hits; Ubiquitin carboxyl-terminal hydrolase 2 (Homo sapiens), O75604; USP2 core, Ub-CHOP2 coupled fluorogenic reporter, 485/531;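 also: potency is read from the fitted curve at half-maximal effect; plate controls were DMSO wells for no effect and full inhibition by NEM control for full effect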
Target sequence (O75604 whole entry, looked up): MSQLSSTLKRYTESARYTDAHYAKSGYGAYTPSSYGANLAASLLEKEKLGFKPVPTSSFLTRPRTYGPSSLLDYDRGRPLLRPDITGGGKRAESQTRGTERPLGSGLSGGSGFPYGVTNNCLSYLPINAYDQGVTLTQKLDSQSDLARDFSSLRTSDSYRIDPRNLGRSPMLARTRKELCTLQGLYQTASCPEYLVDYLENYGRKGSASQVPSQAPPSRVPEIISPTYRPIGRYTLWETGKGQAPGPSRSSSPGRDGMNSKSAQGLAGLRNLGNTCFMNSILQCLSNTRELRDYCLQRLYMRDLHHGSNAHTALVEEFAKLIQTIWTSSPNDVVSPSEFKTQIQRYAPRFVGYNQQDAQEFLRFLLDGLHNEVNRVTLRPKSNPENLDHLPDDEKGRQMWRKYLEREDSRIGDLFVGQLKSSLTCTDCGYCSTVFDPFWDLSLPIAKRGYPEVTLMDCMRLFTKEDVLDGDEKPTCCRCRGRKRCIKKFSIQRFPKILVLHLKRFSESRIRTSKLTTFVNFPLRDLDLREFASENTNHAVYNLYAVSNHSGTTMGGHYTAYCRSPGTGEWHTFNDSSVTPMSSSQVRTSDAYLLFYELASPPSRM
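Cell-free coupled assay: 10nM USP2 core preincubated 30min RT with compound in Tris-HCl pH 8.0/CaCl2/CHAPS buffer, then 25nM Ub-CHOP2 and 25nM reporter substrate; fluorescence (Ex 485/Em 531) read after 60min RT, normalized to NEM inhibition, concentration-response curves fitted.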
Eya2 phos inh: qHTS Assay for Inhibitors of the Phosphatase Activity of Eya2 | Protein phosphatase EYA2 (Homo sapiens), O00167 | recombinant Eya2, OMFP fluorescence dephosphorylation (OMFP is methylfluorescein phosphate) | Potency, µM (top dose mostly 76.9 µM), for inactives: at the highest dose activity, negative = inhibition, actives largely listed as inhibitors | 330,000 compounds, 0.006% hits | AID 488837, 2010; also: potency is read from the fitted curve at half-maximal effect
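Eya2 protein (added as 0.2 uM solution) was preincubated with compound for 10 min at ambient temperature in 50 mM HEPES pH 7.5, 50 mM NaCl, 5 uM MgCl2, 0.05% BSA, 1 mM DTT. OMFP (added at 50 uM) then reacted 10 min; fluorescence read at 485/525 nm.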
PKM2 act: qHTS Assay for Activators of Human Muscle isoform 2 Pyruvate Kinase. Pyruvate kinase PKM (Homo sapiens), P14618. Potency, µM (top dose mostly 57.5 µM), without a hit: top-dose activation, most hits filed as activators. purified PKM2, Kinase-Glo ATP luminescence, activation; response scale: 0% is enzyme alone, no compound. 260,000 compounds, 0.34% hits. AID 1631, 2009; also: potency is read from the fitted curve at half-maximal effect; nearly all actives have a fitted effect of over 55% in size
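ATP formation by purified human PK-M2, quantified via coupled luciferase luminescence after 1 h at room temperature with 0.1 mM ADP and 0.5 mM PEP final.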
hERG WT inh: qHTS for Inhibitors of KCHN2 3.1: Wildtype qHTS | Voltage-gated inwardly rectifying potassium channel KCNH2 (Homo sapiens), Q12809 | U2OS, BacMam KCNH2, thallium flux FluxOr; stronger effect = lower value | activity change, % at 1.84 µM | 340,000 compounds, 0.37% hits | AID 720551, 2013;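 active = maximum activity change below -70%; inconclusive = maximum activity change between -70% and -50%; inactive = maximum activity change above -50%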
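U2OS cells were transduced with wild-type KCNH2 virus (2.03 x 10^8 / mL) for 4 h at room temperature, then cultured overnight at 37 C. Thallium flux was read with FluxOr dye. Rate constants were normalized to DMSO controls.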
The depositor's hits bear a star; ? = inconclusive; . = not tested or not shown; [ ] = remark or other dose. Unless noted, calls follow the shape of the dose curve; as a rule, active = well fitted curve in the direction sought with a large enough effect; inconclusive = small, poorly fitted or top-dose-only effect, or another doubt; inactive = no such curve, though single readings can be large; an effect the other way counts as inactive or inconclusive. Unless noted, % is scaled to controls: 0 for no effect and ±100 for the full control effect.

SMILES	Giardia killer	KCNH2 3.1 block	uPA generation	BCR signal inh	GALK inhibitor	FBPA coupling cs	B2AR arrestin	USP2a block	Eya2 phos inh	PKM2 act	hERG WT inh
O=c1[nH]cc(COCc2ccccc2)c(=O)[nH]1	-8.2	14.2	.	3.2%	0.1%	2.9	-0.7%	0.4%	3.8%	8.9%	2.2
O=C(Nc1nc(-c2ccc(S(=O)(=O)N3CCCC3)cc2)cs1)c1ccco1	3.7	4.9	-1.8%	7.0%	3.6%	1.8	-2.3%	1.0%	1.2%	-2.4%	-1.0
CC(C)Oc1ccc(/C=C(/NC(=O)c2ccccc2)C(=O)NCCC(=O)O)cc1	-0.6	3.5	1.0%	?	-0.1%	0.0	0.3%	-0.9%	1.9%	-3.2%	15.9
Cc1ccc(C(=O)Nc2ccc(S(=O)(=O)N3CCOCC3)cc2)cc1	1.5	7.6	1.1%	-5.0%	3.4%	-0.1	0.0%	2.3%	-20.0%	1.4%	-11.1
O=C(Nc1nnc(C2CC2)s1)c1ccc(Cl)nc1	1.3	2.8	?	?	.	.	0.0%	2.3%	12.5%	.	0.9
COCC(=O)N(c1ccc(C(C)C)cc1)C1C=CS(=O)(=O)C1 (configuration not stated)	0.5	24.0	-1.8%	?	1.6%	1.2	0.1%	0.7%	-2.8%	-7.4%	2.6
CCOC(=O)C1C(=O)CC(C)(O)C(C(=O)OCC)C1c1cc(Br)ccc1OC (configuration not stated)	-6.3	2.6	3.8%	-2.5%	-4.0%	-0.5	-0.3%	1.4%	5.7%	-0.8%	5.3
CCOC(=O)CN1C(=O)N[C@@H](c2ccco2)C(C(=O)OC)=C1C	-2.6	6.6	-25.8%	.	.	-0.3	.	.	.	0.5%[11.5 µM]	-11.1
Cc1nn(-c2ccccc2)c(N2CCCC2)c1/C=C1\N=C(c2ccc(F)cc2)OC1=O	4.6	2.0	2.1%	1.3%	0.2%	3.5	-0.1%	-1.5%	4.9%	0.5%	0.3
Cc1ccc(CNC(=O)COC(=O)CCC(=O)c2cccs2)cc1	-6.5	0.2	-15.5%	7.9%	3.4%	-2.6	2.8%	-0.6%	-3.2%	0.3%	2.0
CC1(C)Cc2c(c(N3CCOCC3)nc3sc(C(=O)Nc4ccc(Cl)cc4)c(N)c23)CO1	7.3	-4.0	3.4%	?	-2.4%	-5.1	-0.1%	-2.6%	4.3%	.	-1.1
Cc1cc(S(=O)(=O)Nc2ccc(C(=O)NCCCn3ccnc3)cc2)ccc1F	4.2	-10.7	-3.3%	11.9%	.	.	2.8%	2.5%	9.5%	.	0.0
CCN(CC)C(=O)c1cccc2c1C(=O)c1ccccc1-2	-18.9	-5.6	0.7%	5.7%	0.2%	2.5	-0.2%	3.9%	7.1%	6.9%	-9.4
O=C1c2ccccc2N(Cc2ccc(Cl)cc2)C2=NCCN12	18.6	-3.5	?	-16.7%	0.7%	-0.6	-0.2%	-3.0%	1.8%	-4.3%	-0.8
COc1ccc([C@@H]2C=C(C(=O)O)O[C@H](OCCCCO)C2)cc1	-8.2	5.0	12.2%	-8.5%	-1.7%	-0.6	-0.2%	-2.9%	-2.2%	-1.7%	-2.9
O=C(Nc1nccs1)c1c(O)c2c([nH]c1=O)CCCC2	19.5	14.3	0.8%	9.0%	-2.2%	0.9	0.1%	2.5%	-3.8%	-13.8%	-7.4
Cc1cc(NC(=O)COC(=O)c2ccc(NS(=O)(=O)c3ccc(C)c(C)c3)cc2)no1	5.5	0.7	1.9%	12.0%	-3.2%	.	-0.3%	-1.7%	3.8%	4.0%	2.6
CCOC(=O)CSc1nc2cc(C(=O)N3CCC(C(N)=O)CC3)ccc2c(=O)n1-c1ccccc1	0.3	5.7	.	2.4%	0.3%	2.1	-0.4%	-17.1%	16.0%	2.2%	17.5
Cc1ccc(CCC(=O)Nc2nccs2)o1	20.6	3.9	-5.0%	-0.9%	4.0%	-2.0	0.1%	3.4%	19.0%	20µM*	2.3
COc1ccc(S(=O)(=O)n2nc(OC(=O)c3ccc(C)cc3)cc2N)cc1	11.6	-0.9	-0.7%	?	0.0%	-2.8	-0.2%	3.4%	-13.0%	26.6%	6.7
O=C1c2ccccc2C(=O)N1CCCCN(C(=O)c1cccc([N+](=O)[O-])c1)c1ccc(Cl)cc1	-5.2	-29.0	4.4%	-8.8%	-0.5%	.	0.4%	-1.0%	12.8%	-2.7%	-10.9
COc1ccc(NC(=O)CN2CCC(C)CC2)cc1	6.6	-0.6	8.7%	12.6%	0.1%	-0.1	-0.4%	1.1%	-8.0%	5.2%	22.2
CCN1CCN(c2cc(N3CCc4ccccc4C3)c(F)cc2[N+](=O)[O-])CC1	-0.3	?	-6.6%	?	3.5%	-2.7	-0.5%	1.4%	-21.6%	10.3%	35.2
Cc1cc(C(=O)CSc2nnc(N)s2)c(C)n1CCc1ccc(Cl)cc1	-6.0	-11.7	4.8%	-11.4%	2.6%	-1.6	0.2%	-0.8%	-3.2%	1.2%	-1.8
COc1ccc(C(=O)NCCc2nnc(SCc3nc4ccccc4c(=O)[nH]3)n2C)cc1	-1.9	-3.2	9.0%	12.3%	-4.3%	4.1	-0.4%	1.1%	3.5%	-3.8%	-5.2
CC1(C)NC(=O)N(CC(O)COc2ccccc2C(=O)Nc2ccccc2)C1=O (configuration not stated)	-19.5	-7.9	3.4%	?	-2.4%	1.0	-0.1%	0.4%	-19.0%	-0.5%	-1.7
O=C(O)c1nccnc1C(=O)Nc1ccc(S(=O)(=O)N2CCOCC2)cc1	-19.4	12.0	-0.8%	-2.5%	-2.4%	-2.9	-0.6%	-0.4%	-2.2%	2.8%	9.6
COC(=O)c1sccc1NC(=O)/C=C/c1ccc(Cl)cc1	0.8	-33.4	17.2%	?	-6.8%	0.0	-0.3%	3.0%	0.7%	0.0%	2.6
Cc1nc2ccc(Br)cn2c1NC(C)(C)C	-5.3	-8.4	.	2.2%	0.9%	1.6	3.6%	-1.8%	-14.5%	1.2%	-7.8
CCOc1ccc(NC(=O)c2cccc3ccccc23)cc1	-20.7	-6.9	?	?	-3.5%	-0.9	-0.3%	2.9%	17.6%	-0.1%[11.5 µM]	-3.6
N#Cc1ccsc1NC(=O)CN1CCCCCC1	-6.3	-17.8	7.0%	8.3%	2.4%	0.5	0.1%	-2.3%	-9.1%	5.1%	4.8
Cc1c(C(=O)NCCN(C)C)oc2ccc(S(=O)(=O)N3CCCC3)cc12	11.5	-1.2	-9.1%	-9.0%	-0.5%	2.2	-0.2%	2.1%	5.3%	-0.6%	4.3
CC1=C(C(=O)OC2CCCC2)C(c2coc3ccccc3c2=O)C2=C(CCCC2=O)N1 (configuration not stated)	7.3	0.3	1.7%	-13.1%	0.9%	1.0	-0.4%	0.0%	-1.7%	-2.6%	-3.9
N#CCc1c(C#N)c(N)nc(N2CCN(C=O)CC2)c1C#N	-12.2	-1.9	-1.0%	-10.6%	-6.1%	-5.2	-0.8%	1.8%	-3.3%	-0.4%	-3.7
Cc1ccccc1C(=O)NC(=S)Nc1ccc(Oc2ccc(Cl)cc2)cc1	40.2[activator]	-9.8	6.1%	8.5%	-1.7%	-1.4	-0.4%	1.7%	-13.3%	-3.8%	-8.1
COc1ccccc1N1C(=O)CC(N2CCc3ccccc32)C1=O (configuration not stated)	-5.6	-1.4	3.3%	?	0.2%	2.9	-0.2%	?	-8.9%	-19.0%	-0.4
C=CCNC(=O)c1ccc2c3n(nc2c1)-c1ccc(C)cc1CO3	?	-21.1	?	14.2%	2.7%	1.3	-0.1%	3.7%	2.0%	-0.5%	-4.9
O=C(O)CCn1c(=O)sc2ccccc21	3.1	-7.9	3.0%	7.4%	-0.2%	4.7	-0.7%	0.2%	-5.9%	-9.3%	-10.9
Cc1cccc(CS(=O)(=O)Cc2ccc(C(=O)NCCN3CCCCC3C)o2)c1 (configuration not stated)	6.7	-1.2	5.3%	8.4%	0.3%	2.2	-0.4%	1.2%	-17.8%	0.2%	17.5

Screening data from PubChem.
